TDP2 absorb: TDP2 (human) inhibition, absorbance primary screen; O95551; recombinant TDP2, T5PNP hydrolysis, p-nitrophenol absorbance 415 nm; inhibition, % at 12.8 µM; hit rate 0.34% among 370,000;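 active means inhibition above the mean of all tested compounds plus 3 SD, set per campaign, cut at about 25% in these data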;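 further: 0% = DMSO with enzyme and 100% = buffer with substrate but no TDP2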
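Incubation: 2 h at 37 °C; Test system: recombinant human TDP2; Quantity: enzyme 120 nM; Read-out basis: percent inhibition; Medium: 50 mM Tris-HCl pH 7.5 with Mg2+, KCl, DTT, BSA; Repeats: single replicate; Compound: 12.8 µM single point, 1% DMSO; Signal: epi absorbance; Reagent: 5 mM T5PNP chromogenic substrate; Benchmarks: no-enzyme high, DMSO-plus-enzyme low.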
mABHD4 FP: inhibitors of mouse ABHD4. Q8VD66. AID 720543. inhibition, % at 8.92 µM. purified mABHD4, FP-Rh probe fluorescence polarization. hit rate 0.54% among 370,000;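 active means inhibition exceeding the mean over every tested compound plus 3 SD, cut at about 30% in these data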;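 further: 0% = plate median of compound wells and 100% = S159A mutant with DMSO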
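Test system: mouse ABHD4 enzyme, wild type. Reagent: FP-Rh fluorescent activity-based probe, added after compound pre-incubation. Timing: pre-incubation 45 min, probe exposure 60 min, at 25 °C. Technique: FP readout, ex 525 nm / em 598 nm. Benchmarks: high control S159A mutant with DMSO, low control median of compound wells.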
HTRA1 inh: HTRA1 (human) protease inhibition. Q92743. AID 504803. hit rate 0.5% among 340,000. inhibition, % at 5.96 µM. recombinant HTRA1, FP-rhodamine activity-based probe, fluorescence polarization; in the data active means inhibition above about 36%;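 further: 0% = enzyme with DMSO and 100% = wells lacking enzyme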
Target sequence (Q92743 whole entry, looked up): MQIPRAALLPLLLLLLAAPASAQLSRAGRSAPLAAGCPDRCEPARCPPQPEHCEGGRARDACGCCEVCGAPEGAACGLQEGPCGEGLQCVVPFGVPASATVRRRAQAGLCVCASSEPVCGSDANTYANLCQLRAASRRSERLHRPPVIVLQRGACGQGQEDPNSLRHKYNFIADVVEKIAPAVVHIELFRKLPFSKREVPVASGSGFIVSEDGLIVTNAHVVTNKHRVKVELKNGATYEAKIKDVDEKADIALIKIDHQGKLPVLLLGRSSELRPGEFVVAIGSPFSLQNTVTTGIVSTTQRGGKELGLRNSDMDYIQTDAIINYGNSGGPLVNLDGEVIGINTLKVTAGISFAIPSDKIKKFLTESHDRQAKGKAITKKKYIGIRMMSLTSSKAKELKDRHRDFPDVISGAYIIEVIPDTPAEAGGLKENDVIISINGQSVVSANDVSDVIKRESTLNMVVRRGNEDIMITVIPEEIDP
SIAE inh: human SIAE inhibition, primary screen; inhibition, % at 9.66 µM; AID 1053197; SIAE FP-Rh probe binding, fluorescence polarization; hit rate 0.69% among 370,000;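 active means inhibition above a cutoff: mean of compounds within the control limits plus 3 SD of those, cut at about 17% in these data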;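 further: 0% = plate median of compound wells and 100% = probe without SIAE protein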
Target sequence (Q9HAT2 whole entry, looked up): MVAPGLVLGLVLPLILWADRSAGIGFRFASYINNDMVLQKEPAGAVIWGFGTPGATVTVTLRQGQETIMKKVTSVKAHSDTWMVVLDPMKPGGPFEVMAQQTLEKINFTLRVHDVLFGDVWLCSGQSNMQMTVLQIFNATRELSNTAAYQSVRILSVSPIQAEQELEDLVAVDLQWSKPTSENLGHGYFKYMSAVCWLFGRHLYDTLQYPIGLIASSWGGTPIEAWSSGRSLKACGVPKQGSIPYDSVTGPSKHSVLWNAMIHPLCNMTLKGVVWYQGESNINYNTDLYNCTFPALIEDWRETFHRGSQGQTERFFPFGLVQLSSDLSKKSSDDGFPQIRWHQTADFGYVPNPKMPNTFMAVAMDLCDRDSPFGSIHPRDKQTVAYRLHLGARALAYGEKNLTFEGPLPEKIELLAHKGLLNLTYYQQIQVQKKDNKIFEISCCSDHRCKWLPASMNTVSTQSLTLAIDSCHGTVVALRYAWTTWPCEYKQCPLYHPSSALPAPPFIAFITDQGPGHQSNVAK
PG9 binder: binds the HIV-1 gp120 antibody PG9; TR-FRET gp120-PG9 antibody binding; inhibition, % at 6.7 µM; hit rate 0.43% among 360,000; in the data active means inhibition above about 8.5%
TCR-CD3 inh: inhibitors of human TCR-CD3 interaction. inhibition, % at 9.4 µM. hit rate 0.37% among 360,000. TAMRA-labeled TCR probe fluorescence, biochemical; in the data active means inhibition above about 19%;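 further: recombinant mutant TCR 2C K166C tagged with TAMRA read by polarization; 0% = receptor in buffer alone and 100% = receptor with positive control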
LEDGF integ inh: blocks HIV-1 LEDGF/p75-dependent DNA integration; TR-FRET IN-LEDGF/p75 DNA integration, Eu/Cy5; inhibition, % at 3.7 µM; hit rate 0.64% among 370,000; AID 743269;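 active means inhibition above the screen-wide mean plus 3 SD, cut at about 13% in these data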;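 further: signal is the Cy5 over europium emission ratio at 671 and 618 nm; 0% = plate median of compound wells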
PRMT1 inh: inhibitors of human PRMT1; recombinant PRMT1, activity-based probe fluorescence polarization; Q99873; inhibition, % at 2.79 µM; hit rate 1.3% among 370,000;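 active means inhibition above about 21% made by adding two undisclosed values, limit read from the data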
UHRF1 MBD2 ctr: UHRF1 methyl-DNA binding inhibition; Q96T88; UHRF1 binding to methylated oligo, TR-FRET; inhibition, % at 4.4 µM; hit rate 0.75% among 370,000; AID 687016; in the data active means inhibition above about 21%;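 further: UHRF1 SRA domain binding a hemimethylated CpG hairpin DNA probe; 0% = median of test compound wells and 100% = reference inhibitor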
DDE Tn7 FP inh: disrupts Tn7 cyclic peptide binding to fibrin D-Dimer-E complex | hit rate 0.13% among 370,000 | AID 720508 | inhibition, % at 8.3 µM | FP displacement of FITC-Tn7 peptide from fibrin DD(E); 0% = median of compound wells per plate;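 active means inhibition above the mean of compounds falling within the control limits plus 3 SD of them, cut at about 14% in these data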;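 further: 0% = plate median of compound wells and 100% = 10 µM Aha-Tn7 peptide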
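Assay system: Human fibrin DD(E) protein | Medium: Tris buffer with calcium and detergent, pH 7.8 | Reagent: 0.1 µM fluorescent Tn7 | Compound dosing: Single point at 8.3 µM | Times: 10 min preincubation, 3 h with tracer, room temperature | Detection: Fluorescence polarization of the labelled Tn7 tracer | Controls: Aha-Tn7 high control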
Active calls of the source: *; / = not tested or not shown.

No.	TDP2 absorb	mABHD4 FP	HTRA1 inh	SIAE inh	PG9 binder	TCR-CD3 inh	LEDGF integ inh	PRMT1 inh	UHRF1 MBD2 ctr	DDE Tn7 FP inh	mol
1	2.1	4.9	-1.9	15.9	-0.2	4.5	-0.1	0.6	-1.3	-1.9	Cc1cc(-c2nnc(CCC(=O)NCc3cccc(C(F)(F)F)c3)o2)no1
2	-12.9	-6.8	-43.3	-7.5	0.3	-0.2	-3.2	-3.6	2.4	0.1	COc1ccccc1N(CC(O)COc1c(C)cc(C)cc1C)S(=O)(=O)c1ccccc1 (centres undefined)
3	-9.6	-7.4	-9.7	-9.9	1.5	-8.3	2.1	3.4	3.5	2.4	NC(=O)C1CCN(C(=O)Cc2ccc(-c3ccccc3)cc2)CC1
4	-5.1	8.9	8.7	4.1	3.4	0.5	-1.2	3.5	-3.7	-3.8	O=C1C(=Cc2ccccc2[N+](=O)[O-])Cc2ccccc21
5	6.9	5.6	4.7	3.9	-2.2	-0.9	-0.1	0.2	1.2	-1.3	Cn1cnc2ccc([N+](=O)[O-])cc2c1=O
6	5.3	-8.1	1.9	3.5	0.5	-3.3	3.7	-1.4	-1.5	3.1	CC(=O)Oc1ccc(/C=C2/CCc3ccccc3C2=O)cc1
7	-8.1	-6.3	-6.7	-7.9	-0.4	2.8	-3.9	-1.8	-2.2	1.5	CCCn1c(C(C)Nc2nc(-c3cc(Cl)c(N)c(Cl)c3)cs2)nc2cc(Cl)c(N3CCCCC3)cc21 (centres undefined)
8	1.9	0.9	6.5	-3.2	-0.9	4.2	-0.9	-6.3	-0.6	8.8	CC(Cn1nnc2ccccc21)C(=O)O (centres undefined)
9	-1.0	3.2	14.3	2.5	-0.2	5.8	-0.8	-2.9	-2.4	8.3	Cc1[nH]nc(-c2ccc(O)cc2O)c1Oc1ccccc1
10	-5.3	-0.7	0.0	5.4	1.1	-2.6	0.6	5.3	0.6	8.3	CCCSCCCNC(=O)Cn1cc2c(n1)CCC(C)C2 (centres undefined)
11	-16.5	-7.2	/	0.0	-0.9	-0.2	-0.7	-0.6	1.0	-7.0	COc1ccc(CN(C)C(=O)[C@H]2O[C@@H](n3cnc4c(N)ncnc43)[C@H](O)[C@@H]2O)cc1OC
12	7.1	3.1	2.2	-0.3	-1.7	-0.2	-0.8	0.4	-4.2	0.8	CC1(C)Cc2c(ccc3ccccc23)-c2nnc(-c3cccnc3)n21
13	4.7	-4.3	-0.3	14.2	-0.8	7.4	-0.5	-4.1	0.9	0.7	O=C(COC(=O)C1CC(=O)N(c2ccccc2)C1)c1ccccc1 (centres undefined)
14	1.2	4.2	-0.6	-2.1	0.5	1.3	-1.6	-0.3	0.8	5.5	CC(C)(C)C(=O)Nc1ncccc1C(O)c1cccc(C(F)(F)F)c1 (centres undefined)
15	3.5	-2.2	-4.3	-4.3	0.5	3.4	-0.8	6.9	0.7	0.3	COc1ccc(C2CC(=O)c3cnc(NC(=O)c4ccco4)nc3C2)cc1 (centres undefined)
16	1.3	-0.9	3.8	2.6	0.5	-5.2	-2.6	4.4	1.7	4.1	CC1=NCCN1S(=O)(=O)c1cc([N+](=O)[O-])ccc1Cl
17	-4.2	-7.0	-1.2	-3.1	-0.6	-6.9	-6.0	3.0	5.6	0.8	COC(=O)c1ccc(C(C(=O)NC2CCCCC2)N(C(=O)Cc2cccs2)C2CC2)cc1 (centres undefined)
18	-8.0	0.7	-10.8	-5.2	-1.3	-4.0	1.2	-1.5	5.4	-6.3	CC1CCN(S(=O)(=O)c2ccc3c(c2)oc(=O)n3C)CC1
19	4.2	-1.2	-4.1	-2.5	0.4	-1.7	0.5	1.2	-3.3	1.4	O=C(NNc1c(F)c(F)cc(F)c1F)C1CCN(S(=O)(=O)c2ccccc2F)CC1
20	-6.2	-3.3	-2.0	-4.5	-1.6	2.4	2.7	-3.8	-0.8	-0.4	COCCN1CCN(C(=O)c2cc(COc3cncc(Cl)c3)on2)CC1
21	8.8	1.8	-4.9	-2.0	0.9	3.1	2.0	0.2	6.0	-0.6	Cc1nc(C(Cl)(Cl)Cl)nc2[nH]ccc(=O)c12
22	10.0	2.0	6.7	-1.4	-2.9	4.0	0.4	0.4	-0.3	-4.2	CCN(CC)c1ccc(NC(=O)COC(=O)/C=C/c2nc3ccccc3s2)cc1
23	2.3	-0.6	-9.2	2.3	-0.1	-9.6	-0.2	0.7	-0.4	-1.4	C/C(CC(=O)Nc1ccc(OCc2ccccc2)cc1)=N\NC(=O)C(=O)Nc1ccc(C)c(Cl)c1
24	3.3	-4.7	-18.0	0.6	1.5	-7.4	5.8	0.7	5.2	2.7	C=CCn1c(SCc2nc3cc(C(F)(F)F)ccc3c(=O)[nH]2)nc2sc(CC)cc2c1=O
25	5.3	1.9	1.1	-1.0	-2.3	3.2	4.5	-2.9	-2.5	-3.3	Cc1ccc(C(=O)N/C(=C\c2ccccc2)C(=O)NCCCn2ccnc2)cc1
26	2.0	1.1	6.8	-3.4	2.1	1.6	0.4	10.5	-2.9	-5.9	COc1cccc(NS(=O)(=O)c2ccc3[nH]cc(C(=O)N(C)Cc4ccco4)c(=O)c3c2)c1
27	4.4	0.2	-4.7	-2.1	2.4	1.0	0.6	-2.4	0.3	4.3	CNC(=O)COC(=O)c1cc(=O)[nH]c2ccccc12
28	-8.5	3.5	4.5	-3.4	0.8	-9.0	-7.5	1.4	3.6	3.3	COc1ccccc1C(=O)NCCC(=O)NC1CCCCCC1
29	1.6	2.1	-0.8	-6.0	-4.5	-2.1	0.8	2.5	-1.1	1.1	CC(C)(C)c1ccc(S(=O)(=O)Nc2cccnc2)cc1
30	3.5	5.6	/	-2.5	1.5	-2.6	-2.1	-0.1	7.1	-1.4	CC1(C(=O)NS(=O)(=O)c2ccccc2)CCN1C(=O)CC1CC1 (centres undefined)
31	3.5	0.7	2.3	6.6	-1.2	13.8	-1.2	-2.4	0.1	-0.4	Cc1ccc(-n2ncc(C#N)c2/N=C/N2CCOCC2)cc1
32	-4.9	-4.1	-5.8	-2.9	0.6	-7.6	4.5	1.8	3.5	0.2	O=C(NC1CCCC1)C(c1ccncc1)N(C(=O)c1csnn1)c1ccccc1 (centres undefined)
33	-3.5	-11.2	-5.9	-4.8	0.9	4.5	-3.9	1.9	1.2	6.5	Cc1ccc(C)c(N2CCN(S(=O)(=O)c3ccc4c(c3)NC(=O)CC(=O)N4)CC2)c1
34	-3.3	0.5	-3.2	-6.6	1.3	-10.8	4.2	23.2*	0.7	1.4	CC[C@]12c3[nH]c4cc(-c5ccco5)ccc4c3CCN1C(=O)[C@@H](CC(=O)NC/C=C(\C)CCC=C(C)C)C[C@@H]2C(=O)N1CCN(C(=O)C2CC2)CC1
35	-2.7	0.3	3.9	3.0	0.1	10.1	-1.1	0.5	-2.7	0.4	COc1ccc(CCNC(=O)C(=O)c2c(C)n(C)c3ccccc23)cc1OC
36	-0.4	8.9	10.5	5.2	-2.2	-0.8	42.8*	81.7*	41.3*	-4.0	Cc1ccc(C2CC(=O)N3CN(c4ccc(Br)cc4)CSC3=C2C#N)o1 (centres undefined)
37	1.0	5.8	-4.2	-4.2	-1.3	7.7	5.2	-2.8	0.4	-2.6	Cc1ccc(NC(=O)CCNS(=O)(=O)c2ccccc2)cc1S(=O)(=O)N1CCOCC1
38	-2.5	4.6	3.3	-4.3	-0.1	-3.4	3.7	1.6	-0.8	3.4	CC(=O)c1cccc(NC(=O)CSc2ccc(-c3sc(C)nc3C)nn2)c1
39	22.6	8.9	-2.9	-4.6	1.5	-2.0	-1.6	-0.8	-1.2	5.2	CN(C)S(=O)(=O)c1cccc(NC(=O)CNCc2ccccn2)c1
40	-2.7	-30.6	-16.9	-31.3	-3.0	-1.0	-2.7	-1.7	-1.5	5.2	O=C(Nc1ccc(Br)cc1)c1ccc(N2C(=O)C3CC=C(Cl)CC3C2=O)cc1 (centres undefined)
41	-1.2	2.7	-8.1	1.7	0.3	2.1	-2.6	-3.4	0.1	-1.2	COC(=O)CN(c1ccccc1F)S(=O)(=O)c1ccccc1
42	2.5	6.2	7.3	-17.1	-1.5	6.1	-1.6	-2.7	-0.9	4.9	O=C(C1CCCN(CCCc2ccccc2)C1)N1CCCCCC1 (centres undefined)
43	-17.8	-3.7	-5.0	1.6	-0.6	-0.2	6.6	-2.7	0.9	-3.6	CCN1C=C(C(=O)c2ccccc2)C(=O)CC1
44	-0.6	6.0	5.6	5.3	-4.4	-3.6	5.8	-8.9	-2.9	3.1	CC(=O)N1CCN(c2ccc(NC(=S)NC(=O)c3ccc(C)c([N+](=O)[O-])c3)cc2)CC1
45	-13.5	-5.3	/	-8.4	3.6	-11.0	0.4	-4.4	1.3	-0.4	CCCCn1nnnc1C(c1cc2ccccc2o1)N1CCN(c2cc(C)nc3ccccc23)CC1 (centres undefined)

Some of the entries so far, with bars between the fields:
entry | canonical_smiles | TDP2 absorb | mABHD4 FP | HTRA1 inh | SIAE inh | PG9 binder | TCR-CD3 inh | LEDGF integ inh | PRMT1 inh | UHRF1 MBD2 ctr | DDE Tn7 FP inh
41 | COC(=O)CN(c1ccccc1F)S(=O)(=O)c1ccccc1 | -1.2 | 2.7 | -8.1 | 1.7 | 0.3 | 2.1 | -2.6 | -3.4 | 0.1 | -1.2
42 | O=C(C1CCCN(CCCc2ccccc2)C1)N1CCCCCC1 (centres undefined) | 2.5 | 6.2 | 7.3 | -17.1 | -1.5 | 6.1 | -1.6 | -2.7 | -0.9 | 4.9

Assay outcomes: PubChem, The Scripps Research Institute Molecular Screening Center

Rows are unselected; 4.2% or so of the library scored in one or more.
